MT1-MMP act inh: blockers of MT1-MMP proenzyme processing, primary screen, HT1080 RFP-PRO-GFP cells, GFP/RFP fluorescence; Matrix metalloproteinase-14 (Homo sapiens), P50281; GFP/RFP ratio fluorescence, overnight; percent of plate control window, DMSO zero; actives 0.061% (n = 360,000); GFP/RFP ratio change, % at 20 µM;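 active means GFP/RFP ratio change of at least 30% with cell ATP level not reduced by more than half and red fluorescence within 50% of control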; further: strong numbers were not always called active
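Assay system: HT1080 cells carrying an RFP-PRO-GFP reporter | Dosing: Single dose of 20 µM compound, 1% DMSO final | Incubation: Cells overnight before dosing, compound overnight, 37 °C, 5% CO2 | Evaluation: GFP/RFP fluorescence ratio | Control set: DMSO and RFP-L50D-GFP cell wells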
Rin1-Abl PPI inh: inhibitors of Rin1-Abl protein binding, primary screen, biochemical, TR-FRET. Tyrosine-protein kinase ABL1 (Homo sapiens) + Ras and Rab interactor 1 (Homo sapiens), …. inhibition, % at 7.35 µM. actives 0.4% (n = 360,000). AID 588664, 2011; in the data active means inhibition above about 5%, passing the limit was not always enough
NRP1-CendR mod: modulators of CendR peptide binding to NRP-1, primary screen, biochemical, fluorescence polarization, uHTS. Neuropilin-1 (Homo sapiens), O14786. AID 602438, 2012. inhibition, % at 25 µM. FAM-RPARPAR peptide binding to NRP-1. actives 0.85% (n = 360,000);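 active means inhibition or corrected inhibition above about 18%, plus a signal ratio from 0.5 to 1.5, limit read from the data, passing the limit was not always enough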; further: strong numbers were not always called active
bovine MsrA act: bovine MsrA enzyme activators, primary screen, biochemical, absorbance, HTS | actives 0.3% (n = 360,000) | activation, % at 10.6 µM | Methionine sulfoxide reductase A (Bos taurus) | purified bovine MsrA, absorbance read-out; in the data active means activation above about 7.5%;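 further: 0% = vehicle and 100% = reference activator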
Neddylation inh: inhibitors of cullin neddylation, primary screen, biochemical, TR-FRET, uHTS, NAE and Ubc12 | NEDD8-conjugating enzyme Ubc12 (Homo sapiens) + NEDD8-activating enzyme E1 regulatory … | calls only at 25 µM | actives 0.58% (n = 360,000) | AID 651699, 2012; in the data active means inhibition above about 36%
PABP1 MLLE inh: inhibitors of PABP1 MLLE–PAM2 peptide binding, primary screen, biochemical, fluorescence polarization, FITC-PAM2, GST-MLLE | AID 588489, 2011 | inhibition, % at 20 µM | actives 0.36% (n = 360,000) | Polyadenylate-binding protein 1 (Homo sapiens), P11940; in the data active means inhibition above about 35%, passing the limit was not always enough;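 further: plate controls were DMSO wells with GST-MLLE for no effect and wells lacking GST-MLLE protein for full effect; some results filed as inactive read as strong as hits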
Target sequence (P11940 whole entry, looked up): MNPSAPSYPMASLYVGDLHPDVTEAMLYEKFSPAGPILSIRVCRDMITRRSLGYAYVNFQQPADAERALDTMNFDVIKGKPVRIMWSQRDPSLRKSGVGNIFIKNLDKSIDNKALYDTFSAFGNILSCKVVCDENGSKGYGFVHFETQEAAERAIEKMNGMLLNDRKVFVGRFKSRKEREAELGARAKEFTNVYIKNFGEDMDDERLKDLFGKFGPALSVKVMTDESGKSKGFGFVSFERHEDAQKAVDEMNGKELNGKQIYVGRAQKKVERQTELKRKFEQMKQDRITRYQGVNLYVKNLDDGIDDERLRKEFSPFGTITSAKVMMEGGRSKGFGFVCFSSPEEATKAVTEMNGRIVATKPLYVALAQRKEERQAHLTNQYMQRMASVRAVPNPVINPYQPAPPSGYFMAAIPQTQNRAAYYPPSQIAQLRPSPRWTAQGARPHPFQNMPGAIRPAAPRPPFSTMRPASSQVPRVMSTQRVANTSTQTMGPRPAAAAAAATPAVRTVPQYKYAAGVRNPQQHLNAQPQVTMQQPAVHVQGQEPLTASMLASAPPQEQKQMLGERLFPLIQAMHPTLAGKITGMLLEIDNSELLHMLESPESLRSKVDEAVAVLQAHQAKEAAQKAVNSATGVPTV
SKN-1 block: suppressors of acrylamide-induced Pgst-4::GFP reporter in worms, primary screen, SKN-1 inhibitor project, whole organism, uHTS, GFP/RFP fluorescence ratio, strain VP596; AID 624304, 2012; C. elegans VP596 Pgst-4::GFP/RFP ratio, 24 h; actives 0.49% (n = 360,000); inhibition, % at 21.8 µM;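 active means interference check ratio from 0.5 to 1.5 plus GFP to RFP signal ratio inhibition reaching or exceeding a fixed threshold, cut at about 30% in these data, passing the limit was not always enough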; further: some compounds called inactive have numbers as strong as hits
FAS-TE inh: FAS thioesterase domain inhibitors, primary screen, biochemical, fluorescence intensity, uHTS. actives 0.67% (n = 360,000). AID 602261, 2012. inhibition, % at 15 µM. Fatty acid synthase (Homo sapiens), P49327. recombinant FAS-TE, OMFH fluorogenic substrate, fluorescence endpoint;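 active means compounds whose normalised, plate-corrected inhibition of enzyme fluorescence in the single-dose primary screen is 50% or more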;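 further: 0% = DMSO with enzyme and 100% = substrate without enzyme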
E coli Lon inh: inhibitors of E. coli Lon protease, primary screen, biochemical, fluorescence polarization; purified E. coli Lon protease; inhibition, % at 7.94 µM; actives 0.42% (n = 360,000); AID 602123, 2011; in the data active means inhibition above about 13%, passing the limit was not always enough;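 further: 0% = enzyme with probe and DMSO and 100% = no enzyme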
Active calls of the source: *; i = inactive; x = no result given.

Start of the data: the first eleven records, ahead of the listing:
Every second line gives: MT1-MMP act inh | Rin1-Abl PPI inh | NRP1-CendR mod | bovine MsrA act | Neddylation inh | PABP1 MLLE inh | SKN-1 block | FAS-TE inh | E coli Lon inh
1: O=C(Nc1cccc2c1C(=O)NC2=O)c1ccccc1[N+](=O)[O-]
  0 | -2 | -9 | -6 | i | 8 | -11 | -5 | -7
2: COc1ccc(N(CC(O)Cn2nnc3ccccc32)S(=O)(=O)c2ccc(C)cc2)cc1 (configuration not stated)
  4 | 4 | 20 | -6 | i | 0 | 3 | 0 | 1
3: CC(=O)Nc1ccc(SCC(=O)NC(=O)c2ccc(Cl)cc2)cc1
  6 | 3 | -8 | -3 | i | 15 | -1 | -7 | -1
4: COc1ccc(C2/C(=C(/O)c3ccc(C)cc3)C(=O)C(=O)N2CC2CCCO2)cc1OC (configuration not stated)
  3 | -1 | 9 | -12 | i | 12 | -6 | -5 | -7
5: Cc1cc(C)nc(SCc2nnc(SCc3ccccc3Cl)o2)n1
  0 | -2 | -11 | -1 | i | -11 | 21 | 12 | 0
6: COCCNC(=O)C(c1cccs1)N(Cc1cccs1)C(=O)Cn1nnc2ccccc21 (configuration not stated)
  7 | -1 | 4 | -3 | i | 2 | 19 | -12 | -3
7: CC1CC(C)CN(C(=O)CSc2nnc(-c3ccco3)o2)C1 (configuration not stated)
  0 | -3 | 6 | -1 | i | 14 | 9 | -1 | 12
8: O=C(NCC(=O)N(Cc1cccs1)C(C(=O)NC1CCCCC1)c1cccnc1)c1ccco1 (configuration not stated)
  0 | 0 | 1 | -1 | i | -7 | -1 | -5 | 0
9: O=C(N/N=C/c1ccco1)c1cc(Br)ccc1OCc1ccccc1
  1 | -2 | -4 | -2 | i | -3 | 10 | -5 | 0
10: Cc1cccc(NC(=O)c2cnc3sccn3c2=O)c1C
  5 | 3 | -7 | -3 | i | 6 | -1 | 8 | -5
11: Cc1ccn2c(C(=O)c3ccc(Cl)cc3)cnc2c1
  3 | 1 | -5 | 1 | i | -11 | -2 | 2 | -7

The list itself, from the start:
Every second line gives: MT1-MMP act inh | Rin1-Abl PPI inh | NRP1-CendR mod | bovine MsrA act | Neddylation inh | PABP1 MLLE inh | SKN-1 block | FAS-TE inh | E coli Lon inh
1: O=C(Nc1cccc2c1C(=O)NC2=O)c1ccccc1[N+](=O)[O-]
  0 | -2 | -9 | -6 | i | 8 | -11 | -5 | -7
2: COc1ccc(N(CC(O)Cn2nnc3ccccc32)S(=O)(=O)c2ccc(C)cc2)cc1 (configuration not stated)
  4 | 4 | 20 | -6 | i | 0 | 3 | 0 | 1
3: CC(=O)Nc1ccc(SCC(=O)NC(=O)c2ccc(Cl)cc2)cc1
  6 | 3 | -8 | -3 | i | 15 | -1 | -7 | -1
4: COc1ccc(C2/C(=C(/O)c3ccc(C)cc3)C(=O)C(=O)N2CC2CCCO2)cc1OC (configuration not stated)
  3 | -1 | 9 | -12 | i | 12 | -6 | -5 | -7
5: Cc1cc(C)nc(SCc2nnc(SCc3ccccc3Cl)o2)n1
  0 | -2 | -11 | -1 | i | -11 | 21 | 12 | 0
6: COCCNC(=O)C(c1cccs1)N(Cc1cccs1)C(=O)Cn1nnc2ccccc21 (configuration not stated)
  7 | -1 | 4 | -3 | i | 2 | 19 | -12 | -3
7: CC1CC(C)CN(C(=O)CSc2nnc(-c3ccco3)o2)C1 (configuration not stated)
  0 | -3 | 6 | -1 | i | 14 | 9 | -1 | 12
8: O=C(NCC(=O)N(Cc1cccs1)C(C(=O)NC1CCCCC1)c1cccnc1)c1ccco1 (configuration not stated)
  0 | 0 | 1 | -1 | i | -7 | -1 | -5 | 0
9: O=C(N/N=C/c1ccco1)c1cc(Br)ccc1OCc1ccccc1
  1 | -2 | -4 | -2 | i | -3 | 10 | -5 | 0
10: Cc1cccc(NC(=O)c2cnc3sccn3c2=O)c1C
  5 | 3 | -7 | -3 | i | 6 | -1 | 8 | -5
11: Cc1ccn2c(C(=O)c3ccc(Cl)cc3)cnc2c1
  3 | 1 | -5 | 1 | i | -11 | -2 | 2 | -7
12: O=C(c1ccc(F)cc1)N1CCC(C(=O)N2CCN(S(=O)(=O)c3cccc(Cl)c3)CC2)CC1
  -1 | 3 | 6 | -2 | i | 2 | -6 | -4 | 5
13: CN(C1CCCCC1)S(=O)(=O)c1cccc(C(=O)OCC(=O)NC2CCCc3ccccc32)c1 (configuration not stated)
  -3 | 1 | -3 | -3 | i | -2 | -4 | 37 | -8
14: CCOc1ccc(-c2ccc(SCC)nn2)cc1
  3 | 0 | -3 | -1 | i | 17 | 32 | 10 | 2
15: CC(=O)N1N=C(c2ccc3nccnc3c2)CC1c1ccccc1 (configuration not stated)
  9 | -3 | 8 | 0 | i | -17 | -11 | -6 | 1

(continued)
Every second line gives: MT1-MMP act inh | Rin1-Abl PPI inh | NRP1-CendR mod | bovine MsrA act | Neddylation inh | PABP1 MLLE inh | SKN-1 block | FAS-TE inh | E coli Lon inh
16: COc1ccc(N=C2S/C(=C\c3ccc(C)s3)C(=O)N2CC(C)C)cc1
  -8 | -4 | 7 | -1 | i | 0 | 9 | 24 | -1
17: OC1(C#Cc2c(-c3ccsc3)oc3ccc(N4CCOCC4)cc23)CCCCC1
  6 | 1 | 4 | 0 | i | -7 | 16 | 29 | 10
18: COc1ccc(NC(=O)CN(C)C(=O)CCCc2c[nH]c3ccccc23)cc1
  -2 | 4 | 1 | -4 | i | -10 | -2 | 0 | -5
19: C/C=C(/C)C(=O)O[C@@H]1c2c(ccc3ccc(=O)oc23)O[C@@H]1C(C)(C)OC(C)=O
  0 | -1 | 11 | -2 | i | 6 | -17 | 19 | 8
20: CCOC(=O)c1ccc(-n2nc(C)cc2C)cc1
  1 | -1 | 2 | -8 | i | -7 | 4 | 0 | 0
21: Cc1cccc(C)c1Nc1nnc(SCC(=O)Nc2sccc2C#N)s1
  -5 | -2 | -37 | -10 | i | -38 | -4 | 3 | -12
22: Cc1ccc(C2(C)NC(=O)N(CC(=O)NNC(=O)c3ccccc3F)C2=O)cc1 (configuration not stated)
  2 | 1 | 0 | -2 | i | -12 | -4 | -2 | 3
23: Oc1ccc(C2CNCc3sccc32)cc1O (configuration not stated)
  0 | 6 | 4 | -4 | i | -4 | 21 | -4 | -4
24: CC(C)(C)C(=O)Nc1ccc2c(c1)OCCOCCOc1cc(NC(=O)C(C)(C)C)ccc1OCCOCCO2
  4 | -2 | 0 | -3 | i | 2 | -1 | -5 | 0
25: Cc1ccc(C)c(NC(=O)CSc2ccc(-c3cccs3)nn2)c1
  2 | 1 | 0 | -9 | i | 9 | 7 | 5 | -3
26: CC(Sc1ccc(S(=O)(=O)N2CCCC2)cn1)C(N)=O (configuration not stated)
  -2 | 5 | -3 | 0 | i | 15 | 8 | -3 | 0
27: CC(=O)Oc1c(C)cc(Cl)cc1C(=O)Nc1ccc([N+](=O)[O-])cc1Cl
  -23 | 2 | 2 | -2 | i | -3 | 5 | 6 | 0
28: CCCCOc1ccc(CSC(=N)N)cc1[N+](=O)[O-]
  -2 | 0 | 0 | -1 | i | -4 | 22 | -114 | -1
29: COC(=O)c1ccsc1NC(=O)C1=COCCO1
  -7 | 1 | 19 | -4 | i | 18 | 11 | -4 | -8
30: O=C(CSc1nc2ccccc2s1)N1c2ccccc2Sc2ccc(Cl)cc21
  0 | -3 | 4 | -13 | i | 4 | 3 | 33 | 5

Carrying on:
Every second line gives: MT1-MMP act inh | Rin1-Abl PPI inh | NRP1-CendR mod | bovine MsrA act | Neddylation inh | PABP1 MLLE inh | SKN-1 block | FAS-TE inh | E coli Lon inh
31: CCCN1C2CCCC1CC(NC(=O)c1cccc(Cl)c1)C2 (configuration not stated)
  -2 | 1 | -4 | -3 | i | -9 | 8 | -4 | 2
32: Cc1ccccc1NC(=O)/C(C#N)=C/c1ccc(-c2ccc(Cl)c(C(=O)O)c2)o1
  -3 | -2 | -32 | -2 | i | -14 | 9 | 0 | -6
33: CN(C)c1ccc(/C=C2\CCCc3c2nc2ccccc2c3C(=O)O)cc1
  -23 | -1 | -36 | -6 | i | -29 | 22 | -6 | -3
34: CCCc1cc(C(=O)Nc2cccc([N+](=O)[O-])c2)cs1
  2 | 1 | 0 | -7 | i | 1 | 4 | 52* | 1
35: N#CCC(=O)N/N=C/c1ccccc1Cl
  2 | -1 | -5 | -4 | i | -16 | -11 | -5 | 6
36: CCC1(CC)NC(=O)N(CC(=O)Nc2ccc(OCc3ccccc3)cc2)C1=O
  4 | -1 | 6 | -2 | i | -34 | 23 | 4 | -3
37: CCOc1ccc(CCNc2nc3ccccc3n3cnnc23)cc1OCC
  2 | 2 | 13 | -4 | i | -9 | 8 | -4 | -4
38: Cc1ccc(S(=O)(=O)Nc2ccc3c(c2)CC(=O)N([C@H](C)CO)C[C@@H](C)[C@H](CN(C)S(=O)(=O)c2ccccc2)O3)cc1
  2 | 4 | 17 | -1 | i | -9 | -2 | 26 | -12
39: Cc1ccc(Cn2ncc3c(N4CCN(CCc5ccccc5)CC4)ncnc32)cc1
  -2 | 6 | 10 | -3 | i | 8 | -7 | 7 | -2
40: COc1ccc(/C=C2/SC(=O)NC2=O)cc1
  0 | -2 | -12 | -7 | i | -15 | -28 | 13 | -8
41: CC(OC(=O)c1cc(S(=O)(=O)N(C)C)ccc1N1CCCC1)C(=O)NCc1ccccc1 (configuration not stated)
  1 | -3 | -14 | 0 | i | 4 | 7 | 9 | 4
42: Cc1csc(SCC(=O)NC(C)c2ccccc2)n1 (configuration not stated)
  3 | 0 | -1 | 3 | i | -29 | -5 | -2 | -5
43: COc1ccc([C@H]2CC(=O)C=C(c3cccc(CO)c3)C2)cc1OC
  4 | -4 | -2 | -2 | i | -3 | 9 | -10 | -4
44: Cc1cc2n(n1)C(c1cccs1)Nc1ccccc1-2 (configuration not stated)
  6 | 2 | -8 | -1 | x | 11 | 19 | 5 | -2
45: CN(C)S(=O)(=O)c1cccc(NC(=S)Nc2cccc3cnccc23)c1
  1 | -4 | 12 | -5 | i | 6 | -11 | -7 | -6

Carrying on:
Every second line gives: MT1-MMP act inh | Rin1-Abl PPI inh | NRP1-CendR mod | bovine MsrA act | Neddylation inh | PABP1 MLLE inh | SKN-1 block | FAS-TE inh | E coli Lon inh
46: CC(C(=O)NCCC1=CCCCC1)c1ccc([N+](=O)[O-])cc1 (configuration not stated)
  2 | -4 | 6 | -3 | i | 13 | 4 | 70* | 2
47: CN1CCc2nc(SCC(=O)Nc3ccc(Cl)cc3)c(C#N)cc2C1
  -5 | 0 | 11 | 3 | i | 14 | 17 | 15 | -12
48: C=CCOc1ccc(/C=N/NC(=O)c2c(C)nc3ccc(Cl)cn23)cc1
  0 | 3 | 7 | -8 | i | -5 | 16 | 1 | 7
49: CN(C(=O)c1cccnc1)c1nc(-c2ccccc2)cs1
  -4 | -6 | -2 | -10 | i | -3 | -15 | -5 | -18
50: Cc1ccc(CN2CCN(C(=O)C3CCCO3)CC2)cc1 (configuration not stated)
  2 | 0 | 0 | -8 | i | -1 | -12 | -9 | 3

Assay outcomes from PubChem.
